Screening data from PubChem BioAssay.
S100A4 MyoIIA = inhibitors of human S100A4 binding to myosin IIA peptide; P26447; S100A4/TAMRA-MyoIIA peptide fluorescence polarization; inhibition, % at 10.7 µM; 360,000 compounds, 0.14% hits;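 active = mean inhibition of at least 70% across replicates, with every replicate also reaching that level; inconclusive = mean inhibition reaches 70% but some replicates fall short; inactive = mean inhibition below 70%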
Target sequence (P26447 whole entry, looked up): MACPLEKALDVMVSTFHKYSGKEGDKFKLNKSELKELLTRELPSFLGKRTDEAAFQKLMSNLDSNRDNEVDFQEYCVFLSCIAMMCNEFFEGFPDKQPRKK
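Material: S100A4 monomer protein | Medium: HEPES pH 7.2 with CaCl2, KCl, NaCl, DTT, Triton | Reagent: Labelled myosin peptide probe, 5 nM | Doses: One dose per compound | Times: 5 min incubation before reading | Benchmarks: Neutral control DMSO, positive control TFP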
FN deposit inh = fibronectin deposition inhibition. inhibition, % at 12.6 µM. 350,000 compounds, 0.086% hits. AH1F fibroblasts, Alexa488-fibronectin deposition fluorescence, overnight. AID 743247;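 active = mean inhibition across replicates of 30% or more, regardless of how many single replicates reach that level; inconclusive = mean under 30% yet at least half of replicates reach 30%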;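 note: positive control wells lacked labelled fibronectin entirely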
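Test system: AH1F fibroblast monolayer depositing Alexa488-labelled fibronectin into matrix. Input: 10000 cells per well. Technique: fluorescence, ex 485 nm, em 525 nm. Buffer or medium: DMEM plus 2% serum, read in PBS. Timing: 1 h cell adhesion before compound, then overnight fibronectin incubation. Compound: single dose, pinned. Read-out basis: inhibition from reduced deposited-fibronectin fluorescence.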
PglD DTNB = PglD (C. jejuni) enzyme inhibition. 360,000 compounds, 0.098% hits. AID 602405. inhibition, % at 12.5 µM. purified PglD enzyme, DTNB colorimetric CoA detection; in the data active = inhibition above about 16%, passing the limit was not always enough; inconclusive = no clear call, values can overlap the other calls; note: strong numbers were not always called active
EWS-Fli block = blocks EWS/Fli oncoprotein-driven transcription. inhibition, % at 12.6 µM. AID 651661. 350,000 compounds, 0.67% hits. A673 NR0B1-luciferase reporter, viability-normalised;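 active = mean inhibition of at least 50% after viability correction, with every replicate also passing that limit; inconclusive = mean reaches 50% but only one of two replicates passes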;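 note: firefly luciferase signal divided by Alamar Blue viability fluorescence both relative to DMSO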
PAX8 reporter = PAX8 transcriptional activity inhibition; RMG-I TPO-luciferase reporter, SteadyGlo, 24 h; inhibition, % at 12.6 µM; 360,000 compounds, 1.2% hits; AID 652154;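 active = mean replicate inhibition at least 60% with every replicate also reaching 60%; inconclusive = only one of the two criteria is met; inactive = mean below 60% and not all replicates reaching 60%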;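 note: luciferase light reporting Pax8 driven TPO promoter activity; plate controls were median of neutral control wells for no effect and mitoxantrone controls for full effect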
LGR2 inh = blocks bursicon-induced cAMP signaling via Drosophila LGR2. AID 720647. HEK293 LGR2, CRE-luciferase, bursicon-stimulated, 4 h. 380,000 compounds, 0.35% hits. inhibition, % at 9.99 µM;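 active = drop in luminescence signal, shown as inhibition above about 50% in the replicate tests, limit read from the data, passing the limit was not always enough; inconclusive = probably only some replicates passing the limit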;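 note: agonist challenge used bursicon conditioned medium at about half maximal strength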
PGC1a acetyl inh = lowers PGC1a acetylation signal in U2OS cells; 350,000 compounds, 0.17% hits; AlphaScreen anti-acetyl-lysine; with virally co-expressed GCN5 acetyltransferase; inhibition, % at 15.6 µM; AID 651687;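 active = every replicate shows inhibition of at least 40%; inconclusive = mean inhibition at least 40% but some replicate below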;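 note: 0% = neutral control wells and 100% = positive control wells; some results beyond the cut were filed as inactive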
ERAP1 inh = blocks human ERAP1 aminopeptidase activity; Q9NZ08; recombinant ERAP1, Leu-AMC fluorescence, 60 min; 340,000 compounds, 0.15% hits; inhibition, % at 10.7 µM;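 active = mean replicate inhibition of at least 30%, or all replicates individually reaching that 30% level; inactive = mean below 30% and not every replicate reaching it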;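 note: 0% = neutral control wells and 100% = L-leucinethiol positive control wells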
Target sequence (Q9NZ08 whole entry, looked up): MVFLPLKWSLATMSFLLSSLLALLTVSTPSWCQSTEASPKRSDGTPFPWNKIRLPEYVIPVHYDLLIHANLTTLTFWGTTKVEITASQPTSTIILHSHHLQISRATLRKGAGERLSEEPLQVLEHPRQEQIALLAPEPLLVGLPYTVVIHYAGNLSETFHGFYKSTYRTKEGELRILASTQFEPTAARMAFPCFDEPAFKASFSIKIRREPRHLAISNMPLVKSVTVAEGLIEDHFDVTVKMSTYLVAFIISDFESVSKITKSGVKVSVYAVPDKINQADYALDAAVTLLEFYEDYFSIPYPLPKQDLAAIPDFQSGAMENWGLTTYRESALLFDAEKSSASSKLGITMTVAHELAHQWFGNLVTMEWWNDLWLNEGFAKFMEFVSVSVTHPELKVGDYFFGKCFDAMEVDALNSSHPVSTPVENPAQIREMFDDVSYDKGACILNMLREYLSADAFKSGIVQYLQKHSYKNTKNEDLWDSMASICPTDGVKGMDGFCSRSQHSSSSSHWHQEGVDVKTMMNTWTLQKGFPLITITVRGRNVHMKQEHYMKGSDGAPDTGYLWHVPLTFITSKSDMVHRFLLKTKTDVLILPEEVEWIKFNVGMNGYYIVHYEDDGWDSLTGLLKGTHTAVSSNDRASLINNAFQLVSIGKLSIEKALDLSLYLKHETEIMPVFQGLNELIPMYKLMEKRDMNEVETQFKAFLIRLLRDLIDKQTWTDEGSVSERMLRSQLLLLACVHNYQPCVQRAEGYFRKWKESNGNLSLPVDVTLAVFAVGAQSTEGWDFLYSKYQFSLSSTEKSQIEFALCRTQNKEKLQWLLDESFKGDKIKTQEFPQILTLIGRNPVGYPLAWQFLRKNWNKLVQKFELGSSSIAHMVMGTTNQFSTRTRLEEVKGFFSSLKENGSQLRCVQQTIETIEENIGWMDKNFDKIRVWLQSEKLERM
* = called active by the depositor; ? = inconclusive; . = no result given.

1. COc1cccc(/C=N/Nc2ccnc(=O)[nH]2)c1O
2. Cc1noc(C)c1S(=O)(=O)N(C)C[C@H]1Oc2ccc(NC(=O)NC(C)C)cc2CC(=O)N([C@@H](C)CO)C[C@H]1C
3. Cc1cc(-c2cccs2)c(C#N)c(=S)[nH]1
4. COc1ccccc1S(=O)(=O)Cc1ccc(C(=O)NCC(OC)OC)o1
5. Cc1ccc(S(=O)(=O)NNC(=S)Nc2c(Cl)cccc2Cl)cc1
6. Cc1cc(C)c(C(N)=O)c(SCC(=O)c2cc(C)c(C)cc2C)n1
7. Clc1cccc(C2CCN(Cc3nc(COc4ccccc4)no3)C2)c1 (stereo unspecified)
8. CN1C(=O)c2cc(NS(=O)(=O)c3ccc(F)cc3)ccc2OC[C@H]2O[C@H](CC(=O)O)CC[C@@H]21

screen / no.	1	2	3	4	5	6	7	8
S100A4 MyoIIA	-5	16	-8	-5	2	.	-20	-16
FN deposit inh	9	.	-10	-7	4	0	5	.
PglD DTNB	-4	-4	6	-1	.	-7	-6	1
EWS-Fli block	-13	-5	-64	-3	4	.	-5	-5
PAX8 reporter	39	12	21	-8	18	-31	-1	-4
LGR2 inh	1	-16	7	-25	4	6	-2	6
PGC1a acetyl inh	-14	5	18	1	-6	1	.	-1
ERAP1 inh	-2	-2	0	-1	3	.	-2	0

9. COCc1cc(C)nc2sc(C(=O)Nc3nccs3)c(N)c12
10. CCOC(=O)c1ccccc1NC(=S)N1CCN(C(=O)c2ccco2)CC1
11. O=C(c1ccco1)N1CCN(Cc2cc(=O)c(OCc3ccccc3F)co2)CC1
12. CCCCC(=O)NCc1ccc2c(c1)cc(C)n2C
13. O=C(/C=C/Nc1ccc(S(=O)(=O)Nc2ncccn2)cc1)c1ccc2ccccc2c1
14. COc1ccc(Cn2c(-c3ccc(OC)c(O)c3)nc3ccccc32)cc1O
15. Cc1ccc(NC(=O)c2ccccc2-c2cc(C)no2)cc1
16. COC(=O)C[C@H]1C[C@@H]2c3cc(NC(=O)CC4CC4)ccc3O[C@@H]2[C@@H](CO)O1

screen / no.	9	10	11	12	13	14	15	16
S100A4 MyoIIA	-2	4	-2	.	51	2	-4	1
FN deposit inh	2	2	-3	-4	1	-12	1	-2
PglD DTNB	2	-3	.	5	8	.	-1	-2
EWS-Fli block	-69	-5	-16	.	-4	-3	17	1
PAX8 reporter	-79	11	.	18	4	-17	12	14
LGR2 inh	-20	-7	14	.	2	-32	2	19
PGC1a acetyl inh	-4	4	.	0	7	-7	.	0
ERAP1 inh	-5	-3	4	.	.	-3	5	-1

17. COc1ccccc1N(CC(=O)NC(C)(C)C)C(=O)c1ccc(Cl)nc1
18. O=C(COC(=O)c1cnccn1)NCc1ccccc1
19. CCN(C[C@H]1N[C@@](Cc2ccccc2)(C(=O)OC)[C@H]2C(=O)N(C)C(=O)[C@@H]12)S(=O)(=O)c1ccc(OC(F)(F)F)cc1
20. C[C@H]1CN([C@@H](C)CO)C(=O)c2cccc(NC(=O)Nc3ccc(F)cc3)c2O[C@H]1CN(C)Cc1ccc(C(F)(F)F)cc1
21. CC1CC(C)CN(C(=O)COC(=O)Cc2ccc(Br)cc2)C1 (stereo unspecified)
22. O=C(NCc1cccnc1)c1ccc(-c2cccc(Cl)c2Cl)o1
23. O=C(C1CC1)N1CC(=O)N2[C@H](CO)[C@@H](c3ccc(-c4cccnc4)cc3)[C@H]2C1
24. COc1ccc(-c2cc(CNS(=O)(=O)c3ccccc3)on2)cc1

screen / no.	17	18	19	20	21	22	23	24
S100A4 MyoIIA	2	.	2	-1	-3	-1	-11	-8
FN deposit inh	0	-13	1	.	9	2	0	8
PglD DTNB	2	6	-8	0	5	.	.	.
EWS-Fli block	7	.	6	11	8	-17	-4	-18
PAX8 reporter	9	.	12	7	-8	-12	3	14
LGR2 inh	18	-11	13	-13	-6	-14	18	8
PGC1a acetyl inh	3	5	-5	0	5	-33	0	-24
ERAP1 inh	18	.	-4	-2	-1	0	5	0

4 of the compounds above, as labelled records:
(19) CCN(C[C@H]1N[C@@](Cc2ccccc2)(C(=O)OC)[C@H]2C(=O)N(C)C(=O)[C@@H]12)S(=O)(=O)c1ccc(OC(F)(F)F)cc1
- S100A4 MyoIIA: 2
- FN deposit inh: 1
- PglD DTNB: -8
- EWS-Fli block: 6
- PAX8 reporter: 12
- LGR2 inh: 13
- PGC1a acetyl inh: -5
- ERAP1 inh: -4
(20) C[C@H]1CN([C@@H](C)CO)C(=O)c2cccc(NC(=O)Nc3ccc(F)cc3)c2O[C@H]1CN(C)Cc1ccc(C(F)(F)F)cc1
- S100A4 MyoIIA: -1
- FN deposit inh: .
- PglD DTNB: 0
- EWS-Fli block: 11
- PAX8 reporter: 7
- LGR2 inh: -13
- PGC1a acetyl inh: 0
- ERAP1 inh: -2
(21) CC1CC(C)CN(C(=O)COC(=O)Cc2ccc(Br)cc2)C1 (stereo unspecified)
- S100A4 MyoIIA: -3
- FN deposit inh: 9
- PglD DTNB: 5
- EWS-Fli block: 8
- PAX8 reporter: -8
- LGR2 inh: -6
- PGC1a acetyl inh: 5
- ERAP1 inh: -1
(22) O=C(NCc1cccnc1)c1ccc(-c2cccc(Cl)c2Cl)o1
- S100A4 MyoIIA: -1
- FN deposit inh: 2
- PglD DTNB: .
- EWS-Fli block: -17
- PAX8 reporter: -12
- LGR2 inh: -14
- PGC1a acetyl inh: -33
- ERAP1 inh: 0

(more compounds)
25. C[C@@H]1CN([C@H](C)CO)C(=O)c2cc(NC(=O)CCC(F)(F)F)ccc2O[C@@H](C)CCCCO[C@@H]1CN(C)S(=O)(=O)c1ccc(F)cc1
26. COc1ccc(N2CCN(C(=O)c3ccc(CS(=O)(=O)c4ccccc4C)o3)CC2)cc1
27. CCn1cc(C(=O)NCCc2ccc(OC)c(OC)c2)c(=O)c2cc(S(=O)(=O)N3CCOCC3)ccc21
28. CNC[C@H]1Oc2cc(C#CC3CCCCC3)ccc2S(=O)(=O)N([C@@H](C)CO)C[C@H]1C
29. CC(=O)NCCNC(=O)Cn1nnc(-c2ccccc2)c1COc1ccc2ccccc2c1
30. CC(=O)c1cc(CN2CCC(n3nccc3NC(=O)c3ccccc3C)CC2)cs1
31. O=C(C(=O)N1CCN(c2ccccc2F)CC1)c1cn(CC(=O)N2CCOCC2)c2ccccc12
32. Cc1cccc(N2CCN(CC(=O)Nc3ccc(S(=O)(=O)N4CCOCC4)cc3)CC2)c1C

screen / no.	25	26	27	28	29	30	31	32
S100A4 MyoIIA	-21	3	2	-27	-4	1	5	0
FN deposit inh	-4	5	-10	2	8	-5	2	-6
PglD DTNB	-1	3	15	2	-1	2	0	7
EWS-Fli block	1	1	.	14	-1	.	.	12
PAX8 reporter	7	4	-6	23	25	2	7	26
LGR2 inh	-8	19	3	-3	46	-3	1	-3
PGC1a acetyl inh	-2	.	.	-23	7	.	2	7
ERAP1 inh	-2	-1	0	5	0	-3	1	0

33. O=C(Cc1ccc2c(c1)OCCO2)N/N=C/c1ccco1
34. O=C(CCC(=O)OCC(=O)c1ccc([N+](=O)[O-])cc1)NC1CCCCC1
35. Cc1ccc(C(C)NC(=O)c2cc3ccccc3oc2=O)cc1C (stereo unspecified)
36. Cc1ccc(S(=O)(=O)Nc2cccc3c2O[C@H](CN(C)S(=O)(=O)c2ccccc2)[C@@H](C)CN([C@H](C)CO)C3=O)cc1
37. N#C/C(=C\c1ccco1)C(=O)Nc1cccc2ncccc12
38. O=C1CCC(N2C(=O)c3ccccc3C2=O)C(=O)N1 (stereo unspecified)
39. NC(=O)c1c(NC(=O)c2cccc(N3C(=O)CCC3=O)c2)sc2c1CCCCC2
40. CCC(C)NC(=O)C1CCN(S(=O)(=O)N2CCC3(CC2)OCCO3)CC1 (stereo unspecified)

screen / no.	33	34	35	36	37	38	39	40
S100A4 MyoIIA	1	.	-4	-5	4	8	-7	0
FN deposit inh	2	-5	5	.	.	-2	4	8
PglD DTNB	1	3	-2	3	.	-3	-6	.
EWS-Fli block	-8	.	8	-14	-1	-3	23	10
PAX8 reporter	-4	-2	5	-17	11	3	-7	-17
LGR2 inh	-2	14	4	-3	-10	-12	12	6
PGC1a acetyl inh	-3	6	.	4	.	1	8	.
ERAP1 inh	1	.	2	0	-2	-1	9	0

41. O=C(N/N=C/C(Br)=C/c1ccccc1)c1cc(-c2ccco2)[nH]n1
42. C[C@@H]1CCCCO[C@@H](CN(C)S(=O)(=O)c2ccc(Cl)cc2)[C@H](C)CN([C@H](C)CO)C(=O)c2cc(NS(=O)(=O)c3cn(C)cn3)ccc2O1
43. COc1ccc2c3c([nH]c2c1)[C@H](CO)N(C(=O)c1ccccn1)CC31CN(C(=O)C2CCCC2)C1
44. CC1CC(C)CN(C(=O)COC(=O)c2ccc([N+](=O)[O-])o2)C1 (stereo unspecified)
45. O=C(NCC[C@@H]1CC[C@H](NC(=O)C2CCCCC2)[C@H](CO)O1)c1ccc(F)cc1
46. CCOc1cc(/C=C2\SC(=S)N(C(C(=O)O)c3ccccc3)C2=O)ccc1O (stereo unspecified)
47. Cc1noc(C)c1NC(=O)N(C)C[C@@H]1Oc2cc(C#CCC3CCCC3)ccc2S(=O)(=O)N([C@@H](C)CO)C[C@@H]1C
48. COC(=O)CCc1nc2c(C#N)c(-c3ccc(Cl)cc3)ccn2n1

screen / no.	41	42	43	44	45	46	47	48
S100A4 MyoIIA	4	-6	-3	5	-5	-9	-6	-4
FN deposit inh	7	.	.	-2	18	7	-33	.
PglD DTNB	.	-5	.	4	-1	-14	-1	.
EWS-Fli block	12	5	9	-5	-1	-7	-168	4
PAX8 reporter	59	6	0	-7	0	-1	52	7
LGR2 inh	?	-15	-6	-1	8	-3	6	-11
PGC1a acetyl inh	-143	0	.	1	-16	20	6	-7
ERAP1 inh	2	-1	5	-2	-2	.	2	-3

49. COc1ccc([N+](=O)[O-])cc1N(CC(=O)NCCSc1ccc(C)cc1)S(C)(=O)=O
50. CCNC(=O)C[C@H]1CC[C@@H]2[C@H](COC[C@@H](O)CN2C(=O)c2ccccn2)O1
51. O=C(Cn1c(-c2ccccn2)nc2ccccc21)N/N=C/c1cccnc1
52. CCC(=O)N1C[C@H]2[C@@H](c3ccccc31)[C@@H](CO)N2Cc1ccccc1Cl
53. CCOC(=O)c1ccc(NC(=S)N(Cc2cccnc2)Cc2ccco2)cc1
54. CCN(c1ccccc1)S(=O)(=O)c1ccc(OC)c(OC)c1
55. C[C@@H]1CN([C@H](C)CO)C(=O)c2cc(NC(=O)Nc3ccccc3)ccc2O[C@@H]1CN(C)Cc1ccncc1

screen / no.	49	50	51	52	53	54	55
S100A4 MyoIIA	3	.	2	-4	-7	-2	2
FN deposit inh	3	3	-5	.	-4	.	.
PglD DTNB	.	-1	5	0	0	.	-1
EWS-Fli block	-3	5	0	-8	-7	-13	-8
PAX8 reporter	7	-9	-6	9	-3	.	-16
LGR2 inh	-8	4	-10	10	13	-3	-14
PGC1a acetyl inh	3	14	6	1	-5	6	4
ERAP1 inh	3	.	6	-2	-3	-4	2
